HUVEC prolif 384 = inhibitors of human endothelial cell proliferation; AID 648; HUVEC proliferation, CellTiter-Glo luminescence, 72 h; stronger effect = lower value; actives 1.1% (n = 86,000); viability, % at 10 µM (by protocol);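 active means viability at or below 30%; inactive means viability above 30%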;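 further: 100% = median luminescence of DMSO-only cell control wells on each plate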
S1P2 antag = blocks the human S1P2 receptor. cell-based S1P2 antagonist assay, inhibition at 5 uM. inhibition, % at 5 µM. actives 0.21% (n = 97,000). AID 736; in the data active means inhibition above about 45%;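 further: CRE beta-lactamase reporter cells expressing human S1P2 stimulated with S1P; 0% = agonist at EC80 alone and 100% = agonist plus reference antagonist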
Target sequence (O95136 whole entry, looked up): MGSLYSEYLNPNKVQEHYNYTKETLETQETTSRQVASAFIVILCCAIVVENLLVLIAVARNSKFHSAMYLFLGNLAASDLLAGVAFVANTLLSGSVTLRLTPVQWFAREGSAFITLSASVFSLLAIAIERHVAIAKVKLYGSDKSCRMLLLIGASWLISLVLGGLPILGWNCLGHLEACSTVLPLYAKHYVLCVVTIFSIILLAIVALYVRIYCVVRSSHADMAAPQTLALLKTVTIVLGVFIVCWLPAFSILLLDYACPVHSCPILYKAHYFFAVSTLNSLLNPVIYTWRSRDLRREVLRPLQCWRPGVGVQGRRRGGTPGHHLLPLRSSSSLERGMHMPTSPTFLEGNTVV
H69AR growth 86K = growth inhibitors of human H69AR lung tumor cells | H69AR lung tumor viability, ATP luminescence, 72 h; stronger effect = lower value | viability, % at 10 µM | actives 6% (n = 85,000) | AID 598;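 active means viability at or below 40%; inactive means viability above 40%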;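 further: multidrug resistant small cell line overexpressing MRP-1 efflux transporter; 100% = mean luminescence of untreated control wells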
Ecoli WT expand = E. coli BW25113 growth inhibition, expanded screen. actives 0.15% (n = 98,000). growth inhibition, % at 100 µM. OD600 absorbance;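 active means growth inhibition above about 50% at one test dose, limit read from the data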;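 further: growth measured after 20 h incubation at 37 °C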
S1P2 agonist = activates the human S1P2 receptor | O95136 | S1P2-expressing cell line, agonist reporter read-out | activation, % at 4.5 µM | actives 0.46% (n = 97,000) | AID 729; in the data active means activation above about 16%;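 further: 0% = vehicle low control and 100% = maximal reference agonist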
PostGolgi yeast = growth inhibition of a yeast mutant, post-Golgi transport screen. post-Golgi transport phenotypic cell assay. inhibition, % at 10 µM. actives 0.9% (n = 98,000). AID 739;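 further: yeast cells grown in 1536-well plates; yeast grown about 18 h at 30C before absorbance read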
Fibroblast inh = blocks proliferation of human lung fibroblasts. viability, % at 10 µM. AID 719. LL 47 human lung fibroblast viability, ATP luminescence; stronger effect = lower value. actives 1.1% (n = 85,000);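 active means viability at or below 50% in the single dose screen; inactive means viability above 50%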;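 further: compound exposure lasted 72 h before the ATP readout; 100% = median luminescence of untreated cell-only wells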
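Signal: luminescent ATP detection, CellTiter-Glo; assay system: LL 47 human lung fibroblasts; input: 1,150 cells/well; incubation: overnight cell rest, 72 h compound treatment at 37 °C; measure: % viability versus median cells-only luminescence; medium: IMEM growth medium with 15% fetal bovine serum; dosing: compound addition at 0.1% DMSO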
DAT uptake mod = modulates human dopamine transporter uptake under cocaine; Q01959; LLC-PK1 hDAT cells, [14C]-dopamine uptake with cocaine IC80; actives deviate in either direction; B-score at 10 µM; actives 1.3% (n = 110,000); AID 449768;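 active means Z score or B-score, a plate-position-corrected score, falls beyond the plate's 99.7% confidence bounds, in either direction; inactive means both scores lie inside the 99.7% bounds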;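 further: scored against the spread of the other compound wells on the same plate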
Target sequence (Q01959 whole entry, looked up): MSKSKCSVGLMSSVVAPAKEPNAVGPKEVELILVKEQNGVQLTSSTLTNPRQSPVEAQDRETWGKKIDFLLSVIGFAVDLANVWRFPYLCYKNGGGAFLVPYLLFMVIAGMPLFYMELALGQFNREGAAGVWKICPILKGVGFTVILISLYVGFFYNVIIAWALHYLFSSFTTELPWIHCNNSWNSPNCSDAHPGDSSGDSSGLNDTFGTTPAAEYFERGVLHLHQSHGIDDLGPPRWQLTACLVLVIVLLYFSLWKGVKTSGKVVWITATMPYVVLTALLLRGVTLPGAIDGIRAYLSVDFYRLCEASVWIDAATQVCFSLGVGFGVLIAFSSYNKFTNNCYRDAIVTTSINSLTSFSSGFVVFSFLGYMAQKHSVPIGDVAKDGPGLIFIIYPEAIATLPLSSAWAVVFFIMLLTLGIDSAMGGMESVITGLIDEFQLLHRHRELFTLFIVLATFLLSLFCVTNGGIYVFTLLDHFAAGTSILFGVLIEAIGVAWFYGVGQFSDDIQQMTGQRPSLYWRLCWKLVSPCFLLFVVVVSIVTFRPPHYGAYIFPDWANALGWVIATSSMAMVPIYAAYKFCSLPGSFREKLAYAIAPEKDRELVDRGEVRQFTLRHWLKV
PostGolgi ctrl = inhibits growth of the yeast control strain | inhibition, % at 10 µM | efflux-deficient yeast background strain, growth absorbance A615, 16 h | actives 5% (n = 98,000)
* = called active by the depositor; / = no result given. Unless noted, no stated cut-off is given here; in the data, active means inhibition above about 30%; inactive means the rest. The order is random. Share with any hit: about 11%.

SMILES | HUVEC prolif 384 | S1P2 antag | H69AR growth 86K | Ecoli WT expand | S1P2 agonist | PostGolgi yeast | Fibroblast inh | DAT uptake mod | PostGolgi ctrl
Cc1ccc(S(=O)(=O)/C(C#N)=C/c2c(N3CC(C)OC(C)C3)nc3ccccn3c2=O)cc1 (configuration not stated) | 82 | -2 | 71 | 0 | -2 | 5 | 101 | -0.59 | 5
CCOC(=O)C1=C(O)/C(=C/c2ccc(CNC(=O)C(=O)Nc3ccc(C)cc3)o2)N=C1C | 2.3* | 8 | 36* | -1 | -4 | -11 | 7.4* | -0.0024 | 1
CCOc1ccc(-c2nc(CSCC(=O)N3CCN(C(=O)c4ccco4)CC3)c(C)o2)cc1 | 114 | -6 | 90 | 2 | -2 | -1 | 94 | 0.75 | 1
CC(C)n1c(CN2CCN(C)CC2)nc2c1c(=O)n(C)c(=O)n2C | 91 | -20 | 96 | / | -1 | / | 94 | / | /
Cn1cnnc1SCC(=O)Nc1ccc2nc(SCc3ccccc3)sc2c1 | 90 | -28 | 46 | 2 | 3 | 0 | 96 | 1 | 29
Cn1c(=O)c2ncn(CC(=O)Nc3ccc(N4CCOCC4)cc3)c2n(C)c1=O | / | -1 | / | 12 | -2 | 0 | / | 0.6 | 0
COCCCNCCOCCOc1ccc(C)cc1[N+](=O)[O-] | / | 7 | / | 10 | -5 | 2 | / | 0.65 | -11
CCOC(=O)Cc1nnc2c(Nc3ccccc3F)nc3nonc3n12 | 74 | -9 | 67 | 8 | -1 | -1 | 97 | -1 | 34*
Cc1ccc(C(=O)NCc2ccco2)cc1[N+](=O)[O-] | / | -8 | / | 3 | -4 | -8 | / | -0.1 | 0
CC1CC(=O)C2=C(C1)Nc1ccccc1N=C2 (configuration not stated) | 99 | -11 | 72 | 1 | -3 | -1 | 91 | -0.45 | 5
COc1ccc(Oc2c(C)oc3cc(OC(=O)N4CCOCC4)ccc3c2=O)cc1 | 112 | -19 | 95 | 3 | -3 | -6 | 102 | -0.82 | 7
COC(=O)C1=C(NC(=O)c2cccc(OC)c2)CCS1 | / | 19 | / | -3 | -1 | 3 | / | -0.46 | -3
Brc1ccc(-c2nc(-c3ccccn3)no2)o1 | 81 | -2 | 77 | 11 | -2 | 5 | 88 | 1.1 | 8
CCOCC(=O)Nc1nnc(C2CCCCC2)s1 | 96 | 1 | 74 | -3 | -2 | -3 | 106 | 1.5 | -3
COc1ccc(Cl)cc1-n1c(N)c(C(N)=O)sc1=S | 100 | 21 | 97 | -16 | -2 | -3 | 101 | -0.72 | -1
COc1ccc2c(c1OC)C(=O)N1C2SC[C@H]1C(=O)NC1CC(C)(C)NC(C)(C)C1 (some centres not stated) | 97 | -3 | 100 | 1 | -5 | 18 | 95 | 0.35 | 0
CC1(C)CC(=O)C(CCC(=O)c2ccccc2)C(C)(C)N1 (configuration not stated) | 93 | 4 | 101 | 1 | 0 | 26 | 94 | 0.099 | 5
CCN(CC(=O)Nc1ccc(S(N)(=O)=O)cc1)S(=O)(=O)c1cc(C)ccc1OC | 103 | -1 | 104 | 8 | -2 | 13 | 101 | -0.27 | 6
COC(=O)/C=C/C(=O)NCc1ccco1 | / | 1 | / | 0 | -7 | 4 | / | -1.6 | 5
CC(=O)N1CCN(C(=S)c2ccc([N+](=O)[O-])cc2)CC1 | / | 9 | / | -1 | -5 | -1 | / | 0.07 | 5
Cc1ccc(CN2CCN(CC(=O)NCCCN3CCN(c4ccc(F)cc4)CC3)C2=O)cc1 | 101 | 28 | 91 | 8 | -7 | -20 | 94 | 0.016 | 8
CC1(C)N=C(N)NC(Nc2ccc(Br)cc2)=N1 | / | 9 | / | 40 | -14 | -5 | / | -0.094 | 19
Cc1ccc(C(NC(=O)N2CCOCC2)=C(Cl)Cl)cc1F | 103 | 16 | 8.7* | -12 | -3 | -5 | 92 | -0.12 | -3
O=[N+]([O-])c1ccc(-c2ccc(C=Nc3cccc4ccccc34)o2)cc1 | 69 | 1 | 46 | / | -2 | / | 97 | 0.56 | /
Cc1ccc(S(=O)(=O)/N=C(\CN2CCOCC2)N2CCCC2)cc1 | 99 | -8 | 91 | 4 | -2 | 19 | 95 | -0.77 | 29
CCN(C(=O)c1cc2cc(OC)ccc2oc1=O)c1cccc(C)c1 | 102 | 19 | 96 | 4 | -2 | -5 | 92 | -0.058 | 7
CCc1nc2ccc(C)cc2c(C(=O)Oc2cccc3cccnc23)c1C | / | -37 | / | -9 | 2 | 2 | / | 0.076 | 7
CCn1ncc(C2=NOC(C(=O)Nc3cccc(C(C)=O)c3)C2)c1C (configuration not stated) | 102 | 3 | 80 | 3 | 0 | 20 | 103 | -0.31 | 0
CC1(C)CC(=O)c2c(O)cc(OCc3ccc(Br)cc3)cc2O1 | 114 | -19 | 71 | -11 | -1 | -9 | 92 | 0.037 | 12
CN(CCOc1ccc(-c2ccn(S(=O)(=O)c3ccc(Cl)cc3)n2)cc1)c1ccccn1 | / | 26 | / | -9 | -6 | 4 | / | 1.2 | 5
CN1C(=O)CC(N2CCN(c3ccccc3)CC2)C1=O (configuration not stated) | 97 | -25 | 89 | / | -4 | / | 97 | -0.042 | /
CC(C)CN1C(=S)SC(C)(C)C1n1oc(=O)n(-c2ccc(Cl)cc2)c1=O (configuration not stated) | 81 | -19 | 96 | -4 | -2 | 17 | 91 | -0.23 | 13
O=C(CCCCn1c(=O)c2ccccc2n(CC(=O)NC2CCCC2)c1=O)NC1CCCC1 | / | 10 | / | -1 | -4 | 14 | / | 0.97 | 4
Cc1ccc(-c2csc(NC(=O)COC(=O)c3cccc(S(=O)(=O)N4CCOCC4)c3)n2)cc1 | 98 | 12 | 101 | -1 | -8 | -6 | 109 | 0.1 | 17
COc1ccc(CN(Cc2ccc(OC)cc2)S(=O)(=O)c2ccc(-n3cnnn3)c(C)c2)cc1 | 73 | -20 | 82 | / | -1 | / | 84 | -0.5 | /
CCC1Oc2ccc(C)cc2N(CC(=O)N(Cc2ccc(C)o2)C2CCCC2)C1=O (configuration not stated) | 91 | -6 | 50 | / | -6 | / | 86 | / | /
CCS(=O)(=O)NCCc1csc(-c2ccccc2)n1 | 93 | 18 | 90 | 2 | -5 | 10 | 92 | 0.002 | 7
Cc1cc(C)nc(SCc2ccccc2C#N)n1 | 105 | -14 | 94 | -4 | -3 | 2 | 90 | -2.1 | 2
CCCNc1cc(=O)n(C)c(=O)n1C | 105 | 1 | 74 | 11 | -2 | 11 | 100 | -0.15 | 7
Cc1cccnc1NC(=O)C(C)Oc1ccccc1 (configuration not stated) | 88 | -10 | 108 | 6 | -5 | 2 | 102 | -0.02 | 3
Cc1cc(Nc2ccc(Br)cc2)n2nc(C)nc2n1 | 102 | / | 75 | -4 | / | 3 | 103 | 1.3 | 0
CCC(C)NC(=O)c1cnn2c1NC(c1cccs1)CC2C(F)(F)F (configuration not stated) | 98 | 1 | 103 | 8 | -7 | 4 | 107 | -0.21 | 5
Clc1cc2nc3ccccn3c2cc1Cl | 95 | 3 | 81 | 8 | -3 | 5 | 90 | 1.3 | 18
O=c1ccc(Br)c[nH]1 | 108 | 0 | 92 | -4 | -4 | 1 | 101 | 0.053 | 6
O=C(NCc1ccco1)c1ccc(CN2CCOCC2)cc1 | 104 | -12 | 91 | -5 | -4 | -10 | 109 | -0.29 | 3
O=C(c1cnn2c(C(F)F)cc(-c3ccccc3)nc12)N1CCSCC1 | 95 | -2 | 78 | / | -9 | / | 108 | -0.81 | /
COCC(C)n1c(C)cc(C(=O)COC(=O)c2n[nH]c3ccccc23)c1C (configuration not stated) | 88 | -10 | 91 | 8 | -6 | 3 | 78 | 0.76 | 10
Cc1ccc(-n2c(C)cc(/C=C(\C#N)C(=O)NCC3CCCO3)c2C)cc1 (configuration not stated) | / | 6 | / | -8 | 0 | 0 | / | 3.1* | 11
c1ccc(CSc2nnc(-c3c[nH]c4ccccc34)o2)cc1 | 27* | 4 | 97 | -11 | -3 | -4 | 106 | -1.1 | 24
Cc1ccc(C(=O)N/N=C/c2ccc([N+](=O)[O-])s2)cc1 | 36 | 4 | 20* | 8 | -4 | -6 | 49* | 0.12 | 7
CC(C)(C)CC(=O)NC(=S)Nc1ccccc1C(F)(F)F | / | 6 | / | -2 | -5 | 8 | / | 1.9 | 20
O=C(O)c1ccc(Cl)c(S(=O)(=O)NCc2ccco2)c1 | 106 | 0 | 91 | -3 | -3 | 6 | 98 | -0.81 | 4
CCN(CC)CCCN1C(=O)C(=O)/C(=C(/O)c2ccc(Cl)cc2)C1c1ccccn1 (configuration not stated) | 98 | / | 105 | / | / | / | 98 | 0.51 | /
Oc1ccc(C2N=C(c3ccccc3)NC(c3ccccc3)=N2)cc1 | 89 | -7 | 94 | -13 | 0 | 0 | 97 | / | 11
O=C(NC1CCCCC1)C(c1ccccc1)N(C(=O)c1cccs1)c1ccc2c(c1)OCO2 (configuration not stated) | / | 4 | / | -10 | -7 | 3 | / | -1.2 | 15
Cc1nc2ncnn2c(C)c1CCC(=O)NCc1ccccc1 | 91 | 3 | 95 | -2 | -5 | 3 | 92 | -0.61 | 28
CCCOc1ccc(C2NC(=O)NC(c3ccccc3)=C2C(C)=O)cc1OCC (configuration not stated) | 94 | 10 | 65 | -2 | 0 | 0 | 87 | / | 3
CCC(=O)NCc1cc(-c2nn(C)c(=O)c3ccccc23)ccc1C | 91 | -13 | 67 | -8 | 0 | -3 | 101 | 0.43 | 2
COc1ccc(/C=N/n2c(C)cc(C)c(C(N)=O)c2=O)cc1 | 99 | -19 | 99 | -1 | -2 | 6 | 105 | -0.95 | -8
Cc1nn(-c2ncc(C(F)(F)F)cc2Cl)c(=O)n1-c1cccc(Cl)c1 | 100 | -24 | 88 | 1 | -3 | -3 | 104 | -0.75 | -10

Next section; the last 3 above are carried over.
SMILES | HUVEC prolif 384 | S1P2 antag | H69AR growth 86K | Ecoli WT expand | S1P2 agonist | PostGolgi yeast | Fibroblast inh | DAT uptake mod | PostGolgi ctrl
CCC(=O)NCc1cc(-c2nn(C)c(=O)c3ccccc23)ccc1C | 91 | -13 | 67 | -8 | 0 | -3 | 101 | 0.43 | 2
COc1ccc(/C=N/n2c(C)cc(C)c(C(N)=O)c2=O)cc1 | 99 | -19 | 99 | -1 | -2 | 6 | 105 | -0.95 | -8
Cc1nn(-c2ncc(C(F)(F)F)cc2Cl)c(=O)n1-c1cccc(Cl)c1 | 100 | -24 | 88 | 1 | -3 | -3 | 104 | -0.75 | -10
Cc1cc(OC(=O)N2CCOCC2)cc(C)c1Cl | 88 | 4 | 92 | -5 | -4 | 11 | 97 | -0.06 | 10
CCOC(=O)C1CCN(C(=O)c2ccc(SC)cc2OC)CC1 | 104 | -6 | 74 | 5 | -9 | 5 | 94 | -0.25 | 5
COc1ccc(CCNC(=O)Cn2nnc(-c3cccs3)n2)cc1OC | 106 | 13 | 87 | 1 | -4 | -4 | 101 | -0.85 | 4
CC(C)(C)N(Cc1ccccc1)C(=O)c1ccc2c(c1)OCCO2 | 95 | -3 | 102 | -5 | -12 | -7 | 100 | 0.021 | 7
Cc1ccc2c(CC(=O)N3CCN(S(=O)(=O)c4cccs4)CC3)coc2c1 | / | -12 | / | -13 | -1 | -6 | / | 0.66 | 13
CS(=O)(=O)N1CC(C(=O)NC2CCCC2)Oc2ccc(Cl)cc21 (configuration not stated) | / | 19 | / | 8 | -6 | 1 | / | -0.064 | -3
C=CCN(C(=O)CSc1nc2[nH]ncc2c(=O)n1-c1ccccc1OC)c1ccccc1 | 116 | -28 | 91 | 3 | -1 | -3 | 94 | / | 1

Bioassay records deposited in PubChem BioAssay by several laboratories.
